# Screening results from PubChem BioAssay.
# IP6K1 inhibitor: blocks human inositol hexakisphosphate kinase 1; activity change, % (series mostly up to about 58 µM); IP6K1 kinase, ADP-Glo luminescence, 2 h; active compounds read low; Q92551; 0.81% of 140,000 active; in the data active means activity change below about -25%
# Target sequence (Q92551 whole entry, looked up): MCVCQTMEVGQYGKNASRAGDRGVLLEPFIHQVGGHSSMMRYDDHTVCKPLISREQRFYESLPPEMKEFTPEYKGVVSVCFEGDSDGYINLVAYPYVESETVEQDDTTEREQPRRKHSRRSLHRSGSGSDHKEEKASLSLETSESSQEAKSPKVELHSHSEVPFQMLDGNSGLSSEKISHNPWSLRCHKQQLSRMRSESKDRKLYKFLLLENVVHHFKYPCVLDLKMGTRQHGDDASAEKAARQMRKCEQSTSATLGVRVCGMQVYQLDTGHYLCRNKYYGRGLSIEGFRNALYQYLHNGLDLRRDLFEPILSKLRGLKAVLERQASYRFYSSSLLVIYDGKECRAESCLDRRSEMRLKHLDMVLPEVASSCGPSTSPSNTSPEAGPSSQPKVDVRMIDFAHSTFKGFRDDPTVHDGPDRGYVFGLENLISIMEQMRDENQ
#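 ADP-Glo luminescence measures ADP made by human IP6K1 during a 2 h RT reaction with ATP/IP6 (mix at 1.3 mM/130 uM); top library doses 57.5 and 19.1 uM final.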
# GPT2 inh: blocks human glutamate pyruvate transaminase 2; Q8TD30; Recombinant GPT2, coupled pyruvate oxidase/HRP Amplex Red fluorescence; Potency, µM (highest dose often 57.7 µM), for inactives: at the top dose activity change, negative = inhibition, hits mostly inhibitors; 0.25% of 100,000 active; AID 1671188; further: potency means the concentration at half of the fitted maximal effect; nearly all actives have a fitted effect of over 60% in size; many of its hits are not listed in these tables
# Target sequence (Q8TD30 whole entry, looked up): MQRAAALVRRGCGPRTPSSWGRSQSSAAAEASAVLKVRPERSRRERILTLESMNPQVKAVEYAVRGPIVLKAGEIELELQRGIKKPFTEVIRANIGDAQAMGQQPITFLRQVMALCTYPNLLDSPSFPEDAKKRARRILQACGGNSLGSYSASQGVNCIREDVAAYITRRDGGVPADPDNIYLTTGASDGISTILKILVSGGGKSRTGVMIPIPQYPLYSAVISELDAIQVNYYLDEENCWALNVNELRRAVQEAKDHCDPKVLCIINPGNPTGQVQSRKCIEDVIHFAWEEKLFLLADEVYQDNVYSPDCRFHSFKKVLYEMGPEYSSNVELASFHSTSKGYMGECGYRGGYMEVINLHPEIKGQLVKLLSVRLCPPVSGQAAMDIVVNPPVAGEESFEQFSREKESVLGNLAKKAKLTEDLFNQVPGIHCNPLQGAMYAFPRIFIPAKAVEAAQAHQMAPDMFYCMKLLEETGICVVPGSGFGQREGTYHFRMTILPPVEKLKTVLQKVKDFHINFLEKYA
#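 Fluorescence of coupled pyruvate oxidase/HRP/Amplex Red system (50uM Amplex, 30 min, dark) reports pyruvate formed by GPT2. Enzyme reaction: 10ng/uL GPT2, 2mM L-alanine, 250uM a-KG, 30 min room temperature, pH 7.5; 50uM AOA control.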
# Luciferase inh: blocks purified firefly luciferase enzyme activity; Potency, µM (top dose mostly 115 µM), inactives show at the highest dose activity change, negative = inhibition, actives largely listed as inhibitors; 2.5% of 76,000 active; AID 1347043; purified P. pyralis luciferase, luminescence, biochemical; P08659; further: potency means the concentration at half of the fitted maximal effect; nearly all actives have a fitted effect of over 65% in size
#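 Purified 10nM P. pyralis luciferase with 10uM D-luciferin and 10uM ATP in 50mM Tris acetate pH 7.5, 10mM Mg acetate, 0.01% Tween-20, 0.05% BSA. qHTS titration; luminescence read by CCD imager.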
# SNCA expr inh: reduces expression of the alpha-synuclein gene | Potency, µM (highest dose often 57.2 µM), for inactives: at the highest dose activity change, negative = inhibition, usual class: inhibitors | HEK-293 SNCA-luciferase knock-in, luminescence, 24 h | 0.17% of 140,000 active;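 further: potency means the concentration at half of the fitted maximal effect; plate controls were DMSO cells for no effect and cell-free wells for full effect; nearly all actives have a fitted effect of over 45% in size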
# HEK293 viab: counter-screen for SNCA expression inhibitors: cell viability. 0.12% of 150,000 active. HEK-293-SNCA-luc viability, GF-AFC fluorescence, 24 h. Potency, µM (highest dose often 57.1 µM), inactives show at the highest dose activity change, negative = cytotoxicity, actives largely listed as cytotoxic;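 further: potency means the concentration at half of the fitted maximal effect; 0% = DMSO-treated cells and -100% = medium-only wells without cells; nearly all actives have a fitted effect of over 30% in size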
#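 Cytotoxicity counterscreen: after 24 h compound treatment of genome-edited SNCA-luciferase HEK-293 cells, live-cell protease substrate GF-AFC read by fluorescence after 30 min; activity scaled between DMSO (0%) and medium-only (-100%), curves Hill-fitted.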
# NIH3T3 tox: cytotoxic compounds in NIH 3T3 cells; NIH 3T3 viability, CellTiter-Glo ATP luminescence, 48-72 h; 4.3% of 94,000 active; AID 1345082; Potency, µM (series often up to 96.7 µM), without a hit: top-dose activity change, negative = cytotoxicity, most hits filed as inhibitors; further: potency means the concentration at half of the fitted maximal effect; nearly all actives have a fitted effect of over 55% in size
#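 Luminescent ATP readout (CellTiter-Glo, 10 min RT) after 48 or 72 hr compound exposure of NIH 3T3 cells seeded at 400 cells/well in 1536-well format; quantitative HTS.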
# HEK cytotox: cytotoxic compounds in HEK 293 cells; 6.6% of 94,000 active; Potency, µM (titrated, usually from 115 µM), for the others: at the top dose activity change, negative = cytotoxicity, most hits filed as inhibitors; HEK 293 viability, ATP luminescence (CellTiter-Glo), 48-72 h; further: potency means the concentration at half of the fitted maximal effect; nearly all actives have a fitted effect of over 60% in size
#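 qHTS cytotoxicity; HEK 293, 250 cells/well; compound pinned; 48 or 72 hr, 37 degree Celsius, 5% CO2, 95% humidity; CellTiter-Glo, 10 min RT; luminescence (ATP).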
# Numbers without * were called inactive; i = inactive; u = inconclusive; x = not tested or not shown; & = joins results of further samples; [ ] = remark or other dose. Unless noted, the call rests on the fitted dose curve; in most records, active means well fitted curve in the direction sought with a large enough effect; inconclusive means small, poorly fitted or top-dose-only effect, or another doubt; inactive means no such curve, though single readings can be large; an effect the other way counts as inactive or inconclusive. Unless noted, on the % scale 0 is the no-effect control and ±100 the full control effect. Some of the compounds tested; rates above refer to the full screens.
no.	mol	IP6K1 inhibitor	GPT2 inh	Luciferase inh	SNCA expr inh	HEK293 viab	NIH3T3 tox	HEK cytotox
1	C#CCNC(=O)c1nc2cccnc2n(CCCOC)c1=O	11.6	i	x	14.4%[87.6 µM]	-4.6%[87.6 µM]	2.8%[138 µM]	i
2	CCN1C(=O)C2(CCN(S(=O)(=O)c3ccc(C)cc3)CC2)c2ccccc21	-0.8	i	2.3%	-3.7%	6.8%	1.8%	-1.2%
3	Cc1ccccc1N(C)C1CN(Cc2ccc(C(F)(F)F)cc2)C1	-18.9	3.0%	x	-4.7%	5.9%	u	100µM*
4	CCn1cnnc1-c1nn(C)c2c1CN(C(=O)c1n[nH]c(=O)c3ccccc13)CC2	-17.7	0.3%	0.0%	7.3%	-23.5%	-5.9%	-14.1%
5	Cc1ccccc1NC(=O)c1sc2nc(N3CCOCC3)c3c(c2c1N)CC(C)(C)OC3	25.2	x	x	59.5%[activator]	5.7%	x	x
6	CC(=O)N1CC[C@H]2COC(=O)N2c2cc(C)ccc2C1	-4.5	i	-5.5%[230 µM]	-23.3%[87.6 µM]	4.4%[87.6 µM]	-16.7%[174 µM]	-12.4%[230 µM]
7	Clc1ccc2oc([C@H]3CCN(Cc4ccccn4)C3)nc2c1	9.9	-7.8%[88.5 µM]	u	125.7%[activator][87.6 µM]	-7.7%[87.6 µM]	u	u
8	Cc1cccc(-c2[nH]ncc2CNC(=O)c2cccc(N(C)C)c2)c1	-2.9	i	-18.1%	-0.3%	0.6%	-15.2%	-7.0%
9	N#Cc1ccc(C(=O)N2CCN(c3nc4ccc(F)cc4s3)CC2)cc1	11.6	x	x	u	2.1%	x	x
10	O=C1CC(c2ccccc2)N(C(=O)CNC(=O)c2cc3ccccc3[nH]2)CCCCCN1 (stereo not given)	4.8	4.8%	0.7%	-25.7%	-16.6%	-13.5%	-24.2%
11	COc1ccc(CN2CCc3nn(C)c(=O)n3CC2)cc1Cn1cccn1	-10.5	i	0.4%	-10.9%	-1.6%	-2.6%	0.5%
12	COc1ccc(-c2nc(C)c(CCNC(=O)C(=O)Nc3cc(C)cc(C)c3)s2)cc1OC	8.0	x	x	20.7%	-1.1%	x	x
13	Cn1nccc1C(=O)N1CCC(Oc2nccnc2N2CCOCC2)C1 (stereo not given)	13.5	i	-8.2%	-4.4%	4.0%	i	-2.0%
14	CN(c1ccccc1)c1cc(=O)c2ccnc(Nc3cccc([S+](C)(=O)[O-])c3)c2o1	-11.6	-10.8%[88.5 µM]	-11.7%[172 µM]	-5.5%[87.6 µM]	6.5%[87.6 µM]	8.91µM*	100µM*
15	O=c1c2sc3ccccc3c2n(Cc2cccc(C(F)(F)F)c2)c(=O)n1Cc1ccccc1	-2.3	x	x	u	-2.5%	x	x
16	CC(=O)N1CCC(NC[C@@H]2C=C(C)[C@H](Cc3nc4ccc(F)cc4[nH]3)C[C@H]2C(C)C)CC1	15.3	i	-4.5%	-7.5%	-16.2%	79.4µM*	u
17	CN(CCC(O)c1ccccc1)C(=O)c1coc(Cn2cnc3ccccc32)n1 (stereo not given)	10.9	0.5%	5.1%	-2.6%	6.0%	-22.6%	-19.1%
18	O=S(=O)(c1ccccc1F)N1CC(c2nnc(-c3ccncc3)o2)C2(CCOCC2)C1 (stereo not given)	24.6	-14.7%	-8.5%	4.9%	u	-14.9%	-15.6%
19	COc1ccc(NC(=O)C(NC(=O)/C=C\c2ccc3c(c2)OCO3)c2ccc(OC)cc2)cc1 (stereo not given)	-15.9	x	x	-23.9%	-8.1%	x	x
20	CC1CCN(C(=O)C[C@@H]2c3nc(NC(=O)c4ccnc(Cl)c4)sc3C[C@@H]3[C@](C)(CO)[C@H](O)CC[C@]32C)CC1	-0.2	0.6%	-0.1%	u	u	u	u
21	COc1ccc(OCC(=O)Nc2ccc(-c3nc4cc(C)cc(C)c4o3)cc2)cc1	9.8	x	x	57.6%[activator]	u	x	x
22	Cc1ccc([C@@H]2CC=C(C(=O)O)[C@H](c3ccc(C(C)(C)C)cc3)N2S(=O)(=O)c2ccc(C)cc2)cc1	-7.7	-1.1%	x	x	-7.7%	x	x
23	Cc1ccc(NC(=O)CSc2nncn3c2cc2sccc23)cc1F	14.5	x	x	-3.9%	-18.3%	x	x
24	CCN1c2cc(C(=O)Nc3ccc(C)c(F)c3)ccc2C(=O)N2CCCCC21 (stereo not given)	-0.7	i	-17.9%	-16.0%	-2.4%[12.5 µM]	28.2µM*	u
25	O=C(NCC1CCCCC1)c1ccc(CN2C(=O)NC3(CCS(=O)(=O)CC3)C2=O)cc1	-5.8	i	1.5%	3.3%	-3.3%	-4.2%	2.0%
26	COc1ccc(N2CC(NC(=O)C3CCCC3)CC2=O)cc1OC (stereo not given)	23.0	x	x	5.0%	-5.5%	x	x
27	Fc1ccc(CN2Cc3[nH]cnc3C[C@H]2c2nc(-c3ccc(Cl)cc3)no2)cc1	14.3	-12.9%[88.5 µM]	-17.3%[172 µM]	-11.5%[87.6 µM]	-14.0%[87.6 µM]	50.1µM*	63.1µM*
28	COc1ccc(S(=O)(=O)N2CCCC2c2nncn2Cc2ccncc2)cc1OC (stereo not given)	-7.0	i	-1.7%	9.9%	-1.6%	i	0.0%
29	CN1CCc2c([nH]c3ccccc23)C12CCN(C(=O)C1CCC1)CC2	-5.3	i	6.8%	14.4%	-5.4%[12.5 µM]	-10.8%	-8.9%
30	CC(=O)OC12CC(C)C(O)C1/C=C(/COC1OC(CO)C(O)C(O)C1O)CCC1C(/C=C(\C)C2=O)C1(C)C (stereo not given)	15.1	i	x	x	-3.6%[23.9 µM]	x	x
31	O=S(=O)(c1cccnc1)N1CC(c2noc(C3CCCN3CC3CC3)n2)C1 (stereo not given)	7.3	i	-10.8%	31.2%[activator]	u	-18.2%	u
32	CCOc1cc2[nH]c(=O)n(CCCCC(=O)N3CCN(c4ccccc4OC)CC3)c(=O)c2cc1OCC	-1.1	x	x	-27.8%	10.5%	x	x
33	COc1ccc2cc(CCNS(=O)(=O)c3ccc(C)cc3)c(=O)[nH]c2c1	26.1	x	x	-18.1%	3.6%	x	x
34	COc1ccc(CN2CC[C@H](c3nnc(-c4cccnc4)o3)C2)c(O)c1	22.2	1.0%[88.5 µM]	-2.2%[172 µM]	4.0%[87.6 µM]	-1.9%[87.6 µM]	u	-3.9%[172 µM]
35	Cc1ccc(C(=O)NC2CCN(c3cnn(CC4CC4)c(=O)c3)CC2)s1	20.8	i	-4.7%	31.7%[activator]	2.8%	-0.3%	i
36	CC(C)NC(=O)N1CCC2(CC1)NCCc1c2[nH]c2ccccc12	-4.1	-21.8%	2.7%	11.3%	-10.7%[12.5 µM]	-8.1%	-5.4%
37	O=C1CO[C@H](c2ccc(NS(=O)(=O)c3ccccc3)cc2)[C@@H](CO)N1	-4.2	-1.7%[88.5 µM]	3.0%[172 µM]	15.7%[87.6 µM]	7.0%[87.6 µM]	-27.4%[174 µM]	-0.2%[172 µM]
38	C[S+](=O)([O-])N1CCCC2(Cc3ccccc3CN2C(=O)c2ccc(Cl)cc2)C1 (stereo not given)	11.6	i	x	u	u	-27.5%	u
39	O=C(N[C@@H]1CN(Cc2ccccc2)C[C@H]1CO)c1ccco1	-1.9	i	4.6%	6.2%	-6.8%	-18.3%	0.1%
40	CCN1CCN(c2cc(C)c3cc(NC(=O)c4cccc(Cl)c4)ccc3n2)CC1	0.4	x	x	82.6%[activator]	-20.0%	x	x
41	Cc1ccc(C(=O)N2CCC(c3nn(C)c(=O)[nH]3)CC2)cc1	1.0	i	-5.5%[172 µM]	-21.4%[87.6 µM]	13.9%[87.6 µM]	i	-3.5%[172 µM]
42	Cc1oc(-c2cccc(Cl)c2)nc1CN1CCCC(C(=O)NCc2ccc(Cl)cc2)C1 (stereo not given)	22.6	x	x	-3.4%	u	x	x
43	O=C(c1ccc2c(c1)N(Cc1ccc(Cl)cc1)C(=O)c1ccccc1S2(=O)=O)N1CCC(Cc2ccccc2)CC1	5.8	x	x	u	0.4%	x	x
44	Cc1cc(N2CCN(C)CC2)nc2ccc(NC(=O)Nc3ccc(F)cc3)cc12	19.3	x	x	-3.1%	-2.4%	x	x
45	O=C(Nc1ccccc1F)N1CCOC(c2ccc(Cl)cc2)C1 (stereo not given)	8.0	0.2%	13.6%	13.8%	0.2%	u	u
46	COc1cc(OC)cc(C(=O)Nc2ccc(-c3nc4ccccc4s3)cc2C)c1	3.7	x	x	-25.6%	-4.6%	x	x
47	CC(C)(C)CC(=O)Nc1nc2c(s1)C[C@@H]1[C@](C)(CO)[C@H](O)CC[C@@]1(C)[C@@H]2CC(=O)NCc1ccco1	4.1	4.3%	13.0%	u	-1.5%	-8.6%	-12.2%
48	Cc1ccc(C(=O)N2CCC3(CC2)COc2ccccc2NC3=O)cc1	14.1	i	2.2%	-18.9%	0.0%	-3.1%	u
49	O=C(NC1CCN(c2cc(-c3cccs3)[nH]n2)CC1)c1ccccc1	15.2	-20.5%	-25.2%	68.9%[activator]	-8.3%	u	u
50	CCOc1ccccc1N(C)C(=O)c1cc(S(=O)(=O)NCCc2ccc(Cl)cc2)ccc1F	22.9	x	x	u	u	x	x
51	COc1ccc(-c2cn(C)c(=O)n3cc(COc4ccccc4)nc23)c(C(F)(F)F)c1	-5.4	-5.3%[88.5 µM]	-4.0%[172 µM]	25.1%[87.6 µM]	4.5%[87.6 µM]	u	-23.9%[172 µM]
52	Cc1ccc(NC(=O)CSc2ncc3c(n2)-c2ccc(Cl)cc2N(C)S3(=O)=O)cc1F	26.3	x	x	-11.7%	11.2%	x	x
53	O=C(NCc1ccccc1Cl)C1CCN(C(=O)c2ccc(-c3cncnc3)cc2)CC1	10.0	x	x	x	x	-27.6%	u
54	O=C(NCC(c1ccc2c(c1)OCO2)N1CCN(c2ccccc2)CC1)C(=O)Nc1ccc(F)cc1 (stereo not given)	0.1	x	x	74.4%[activator]	7.3%	x	x
55	CC(=O)N1CC(CO)C2(CCN(C(=O)c3cccc(Br)c3)CC2)C1 (stereo not given)	30.4	i	4.0%	50.8%	-7.0%[12.5 µM]	-9.4%	0.7%
56	CCOC(=O)c1cccc(NC(=O)N2CC[C@@H](CC(=O)NCc3ccc(OC)cc3)[C@@H](CC)C2)c1	0.4	3.6%	1.5%	1.7%	4.1%	-23.6%	-27.4%
57	COc1ccc(-c2cc(C(=O)Oc3ccc(C)cc3)c3cc(C)ccc3n2)cc1	7.5	x	x	24.7%	10.7%	x	x
58	COc1cc([C@@H]2c3cc4c(cc3[C@H](O)[C@H]3COC(=O)[C@H]23)OCO4)cc(OC)c1OC	-7.6	-3.1%&4.7%	x	u	u	x	x
